CHOP UPR activ: apoptotic UPR (CHOP) activation. CHO-CHOP luciferase reporter, luminescence; percent of tunicamycin response over DMSO baseline. AID 449763. 330,000 tested, 0.34% active. activation, % at 10 µM;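 active = at 10 µM dose, activation of 40% or more, normalized to positive control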;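 note: 100% = tunicamycin at 10 µg/mL and 0% = DMSO alone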
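Assay system: CHO cells with stable CHOP pathway luciferase reporter; Buffer or medium: F12 plus 10% serum; Times: 16-18 h cell attachment, then 6 h compound exposure, 37 °C; Signal: luciferase luminescence; Read-out basis: percent activation relative to tunicamycin control; Control set: tunicamycin high control, DMSO low control.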
XBP1 UPR activ: adaptive UPR (XBP1) activation | CHO-XBP1 luciferase reporter, IRE1-XBP1 UPR activation, luminescence; percent of tunicamycin response, DMSO as zero | activation, % at 20 µM | 330,000 tested, 0.33% active;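 active = versus positive control, 20 µM dose yields 30% or more activation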;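 note: 100% = tunicamycin at 10 µg/mL and 0% = DMSO only wells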
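Signal: luciferase luminescence; Assay system: CHO-XBP1 luciferase reporter cells; Amount: one thousand reporter cells per well; Dosing: 20 µM single concentration, DMSO 1%; Benchmarks: high control tunicamycin 10 µg/mL final, low control DMSO vehicle only; Schedule: 6 h compound exposure at 37 °C, 5% CO2; Evaluation: percent activation relative to tunicamycin reference.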
CCR6 antag: antagonists of human CCR6 receptor. CHO-K1 CCR6 PathHunter beta-arrestin, luminescence, CCL20-stimulated. inhibition, % at 20 µM. 340,000 tested, 0.49% active. AID 493098;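 active = compounds whose inhibition of the agonist-driven luminescence signal at 20 µM reaches about 50%, limit read from the data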;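 note: cells stimulated with CCL20 at 14 nM final; plate controls were DMSO with CCL20 for no effect and DMSO without agonist for full effect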
Target sequence (P51684 whole entry, looked up): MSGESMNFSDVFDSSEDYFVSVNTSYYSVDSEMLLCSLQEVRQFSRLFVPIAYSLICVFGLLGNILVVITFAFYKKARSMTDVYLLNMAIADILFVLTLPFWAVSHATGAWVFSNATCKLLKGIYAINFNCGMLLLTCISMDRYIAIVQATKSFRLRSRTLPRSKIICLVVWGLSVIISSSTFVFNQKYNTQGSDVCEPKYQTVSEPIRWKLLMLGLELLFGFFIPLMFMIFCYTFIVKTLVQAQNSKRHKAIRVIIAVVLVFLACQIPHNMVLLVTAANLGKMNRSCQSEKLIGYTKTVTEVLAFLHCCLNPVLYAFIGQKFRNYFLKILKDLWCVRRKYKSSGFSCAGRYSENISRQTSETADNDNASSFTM
697 NFkB inh: lowers PMA/ionomycin-induced NF-kB signal in 697 B cells | AID 435022 | 697 B-cell NF-kB luciferase reporter, 16 h | 330,000 tested, 0.33% active | inhibition, % at 4 µM; in the data active = inhibition above about 35%
Gli-Sufu block: antagonists of Gli-Sufu signaling; Sufu-KO-LIGHT fibroblasts, Gli luciferase reporter luminescence; inhibition, % at 5 µM; 340,000 tested, 0.74% active;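 active = inhibition above about 55%, limit read from the data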;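 note: 0% = DMSO-treated cells and 100% = wells with medium but no cells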
Jurkat NFkB inh: lowers PMA/ionomycin-induced NF-kB signal in Jurkat cells | inhibition, % at 4 µM | PMA/ionomycin-induced NF-kB luciferase reporter, luminescence | 330,000 tested, 0.53% active; in the data active = inhibition above about 50%
CXCR6 inh: inhibitors of human CXCR6 receptor; O00574; CHO-K1 PathHunter CXCR6 beta-arrestin, luminescence; inhibition, % at 20 µM; 360,000 tested, 0.36% active; in the data active = inhibition above about 34%, passing the limit was not always enough;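 note: antagonist mode with CXCL16 agonist at 10 nM final; 0% = 10 nM CXCL16 with DMSO and 100% = unstimulated wells without agonist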
Target sequence (O00574 whole entry, looked up): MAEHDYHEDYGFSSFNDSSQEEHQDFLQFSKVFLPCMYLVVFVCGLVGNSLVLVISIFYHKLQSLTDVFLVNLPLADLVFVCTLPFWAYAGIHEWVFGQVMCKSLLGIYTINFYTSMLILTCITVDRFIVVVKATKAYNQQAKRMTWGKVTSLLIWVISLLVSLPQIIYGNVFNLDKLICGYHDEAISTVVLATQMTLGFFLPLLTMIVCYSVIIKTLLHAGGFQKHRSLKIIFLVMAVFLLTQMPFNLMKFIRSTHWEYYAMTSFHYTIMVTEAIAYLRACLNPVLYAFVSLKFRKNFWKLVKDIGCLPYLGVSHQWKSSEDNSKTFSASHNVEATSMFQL
Mdm2 MdmX PPI: human Mdm2/MdmX binding inhibition. SaOS-2 split-luciferase Mdm2/MdmX complementation, luminescence. AID 485346. inhibition, % at 8 µM. 330,000 tested, 3% active. O15151+Q00987;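 active = inhibition of at least 50% at 8 µM in the primary screen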
EBI2 block: antagonists of human EBI2 receptor | inhibition, % at 5 µM | P32249 | 360,000 tested, 0.81% active | EBI2 beta-arrestin recruitment, luminescence, 7a,25-OHC stimulated; in the data active = inhibition above about 38%;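 note: enzyme fragment complementation signal reports receptor beta-arrestin coupling in cells; 0% = agonist plus DMSO wells and 100% = wells without agonist; some results beyond the cut were filed as inactive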
Target sequence (P32249 whole entry, looked up, the tested form may be a part): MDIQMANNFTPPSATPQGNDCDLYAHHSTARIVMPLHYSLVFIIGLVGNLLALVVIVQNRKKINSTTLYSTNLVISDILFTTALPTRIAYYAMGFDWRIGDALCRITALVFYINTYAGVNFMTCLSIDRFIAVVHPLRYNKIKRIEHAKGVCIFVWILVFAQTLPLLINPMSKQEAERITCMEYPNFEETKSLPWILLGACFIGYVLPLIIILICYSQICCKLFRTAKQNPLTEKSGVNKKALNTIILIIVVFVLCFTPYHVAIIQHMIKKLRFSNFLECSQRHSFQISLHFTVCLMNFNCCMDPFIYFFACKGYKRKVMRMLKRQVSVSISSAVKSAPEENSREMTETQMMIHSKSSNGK
Numbers without * were called inactive; nt = not tested or not shown. Hits appear at their usual frequency (roughly 5% active in at least one column).

SMILES | CHOP UPR activ | XBP1 UPR activ | CCR6 antag | 697 NFkB inh | Gli-Sufu block | Jurkat NFkB inh | CXCR6 inh | Mdm2 MdmX PPI | EBI2 block
COc1cc(SC)ccc1C(=O)NCCOc1ccc(Cl)cc1 | 1.4 | -2 | 24 | 10 | 2 | 6 | -2 | 5 | 5
COc1cc(C(CC(=O)N2CCCC2)c2c(OC)cc(OC)c3c(-c4ccccc4)cc(=O)oc23)cc(OC)c1OC (stereo unspecified) | 0.1 | 8 | 17 | 9 | 13 | -15 | 7 | 25 | 6
CC(=O)NC1c2ccccc2C(=O)N1Cc1ccccc1 (stereo unspecified) | -0.3 | -1 | -11 | 14 | -6 | 5 | -4 | -19 | -6
O=C(Nc1ccc(N2CCOCC2)cc1)C1CC(=O)N(c2ccccc2)C1 (stereo unspecified) | 0.6 | 0 | 10 | 4 | -2 | 1 | -3 | 12 | -4
COc1cc(C2c3cc4c(cc3OC(C)(N3CCCC3)C2C)OCO4)cc(OC)c1OC (stereo unspecified) | nt | nt | -1 | nt | 32 | nt | -2 | nt | 7
O=C(c1cccc(Br)c1)N1CCN(c2ccc(N3CCOCC3)nn2)CC1 | 1.2 | 0 | 4 | -26 | -4 | 6 | 5 | -4 | -4
CC(C)c1cccc(C(C)C)c1NC(=O)CNCc1ccccc1F | -1.5 | 2 | 16 | -11 | 7 | 0 | 4 | -11 | 1
O=C(CN1CCCCCC1)Nc1nc2ccccc2s1 | nt | nt | 5 | nt | -13 | nt | -6 | nt | 5
COc1ccccc1NC(=O)CCc1nnc2ccc(N3CCC4(CC3)OCCO4)nn12 | 2.8 | -3 | 10 | -48 | -36 | 0 | 3 | -7 | -10
O=C(Cn1cc(C(=O)c2ccco2)c2ccccc21)NC1CC1 | 0.2 | -1 | -4 | 9 | -20 | 7 | -4 | 5 | 5
CCOC(=O)C(=O)Nc1ccccc1C(=O)NC(C)C | -0.4 | -1 | -4 | 17 | 2 | -7 | 10 | 15 | -11
CCOCCCNC(=S)N(CCCN(C)C)Cc1cc2cc3c(cc2[nH]c1=O)OCCO3 | 0.2 | -2 | 2 | 2 | 5 | -8 | -2 | 6 | 6
COc1ccc(C(CC(=O)Nc2ccccn2)N2Cc3ccccc3C2=O)cc1OC (stereo unspecified) | 1.4 | -3 | 5 | 5 | 6 | -1 | -4 | 26 | -8
CS(=O)(=O)n1nc(-c2ccccc2)nc1N | 3.9 | -2 | 7 | -8 | -6 | 0 | -1 | 5 | -5
O=C(OCC(=O)N1CCCCCC1)c1ccc[nH]c1=O | 1.5 | -2 | 3 | 14 | 3 | -9 | -3 | -8 | -3

Continued (five carried over from the part before).
SMILES | CHOP UPR activ | XBP1 UPR activ | CCR6 antag | 697 NFkB inh | Gli-Sufu block | Jurkat NFkB inh | CXCR6 inh | Mdm2 MdmX PPI | EBI2 block
CCOC(=O)C(=O)Nc1ccccc1C(=O)NC(C)C | -0.4 | -1 | -4 | 17 | 2 | -7 | 10 | 15 | -11
CCOCCCNC(=S)N(CCCN(C)C)Cc1cc2cc3c(cc2[nH]c1=O)OCCO3 | 0.2 | -2 | 2 | 2 | 5 | -8 | -2 | 6 | 6
COc1ccc(C(CC(=O)Nc2ccccn2)N2Cc3ccccc3C2=O)cc1OC (stereo unspecified) | 1.4 | -3 | 5 | 5 | 6 | -1 | -4 | 26 | -8
CS(=O)(=O)n1nc(-c2ccccc2)nc1N | 3.9 | -2 | 7 | -8 | -6 | 0 | -1 | 5 | -5
O=C(OCC(=O)N1CCCCCC1)c1ccc[nH]c1=O | 1.5 | -2 | 3 | 14 | 3 | -9 | -3 | -8 | -3
CCC(Sc1nnc(C)c(=O)[nH]1)C(=O)Nc1cccc2ccccc12 (stereo unspecified) | 0.3 | -2 | -8 | 6 | 30 | -3 | -11 | 10 | -11
Cc1ccnc(NC(=S)NC(=O)c2ccco2)c1 | 7.4 | 3 | 21 | -124 | -77 | -93 | 4 | -127 | -2
S=C1Cc2ccccc2N1 | nt | nt | 13 | nt | 13 | nt | -4 | nt | 3
Cc1cc(C(=O)Nc2cc(S(C)(=O)=O)ccc2Cl)no1 | 1.5 | -2 | -8 | 20 | 0 | 12 | 1 | 18 | -3
COc1ccc(NC(=O)N2C3CCCC2CC(NC(=O)C2CC2)C3)cc1 (stereo unspecified) | -0.6 | -5 | 6 | 9 | -16 | -3 | -5 | 21 | 0
CC(C)c1ccc(OCC(=O)NNC(=O)c2cnccn2)cc1 | -1.4 | -2 | 0 | -27 | -1 | -28 | -7 | -6 | -16
COC(=O)COc1ccc(C(=O)OC)cc1 | 2.9 | 0 | 7 | 5 | 8 | 4 | -12 | 7 | -4
O=C(NCCN1CCOCC1)c1cc2sccc2n1Cc1ccc(F)cc1 | -0.3 | 0 | 16 | -3 | 1 | 7 | 8 | 13 | 3
O=C(NNC(=O)c1ccc(Cl)cc1Cl)c1cnccn1 | 3.3 | -2 | 0 | 4 | -7 | 1 | -10 | 14 | -17
Cc1ccc(NC(=O)CN2C(=O)NC(C)(c3ccc4c(c3)OCO4)C2=O)cc1 (stereo unspecified) | -0.8 | 0 | 2 | 22 | 1 | 8 | 2 | 6 | 4
O=C1NC(c2ccc(Cl)cc2Cl)Oc2ccccc21 (stereo unspecified) | 1.6 | -2 | -7 | -26 | 0 | -4 | 8 | 9 | -4
CC(C)=CCc1c2c(c(O)c3c(=O)c4c(oc13)-c1cc(O)c(O)cc1OC4C=C(C)C)C=CC(C)(C)O2 (stereo unspecified) | 0.6 | -3 | 41 | -11 | 6 | -11 | nt | 83* | nt
COc1ccc(C2=[N+]([O-])C(C)(C)N(O)C2(C)C)cc1 | 2.9 | 0 | 1 | 8 | -1 | -3 | 0 | 14 | 3
Cc1ccccc1N1CCN(S(=O)(=O)C[C@]23CCC(CC2NC(=O)[C@@H](N)CCS(C)(=O)=O)C3(C)C)CC1 (stereo partly specified) | 1.1 | -5 | 0 | 7 | 6 | 1 | 3 | 6 | -3
CC(C)(C)C(=O)Nc1ccccc1N1CCN(C(=O)c2ccc(Cl)cc2)CC1 | -0.1 | 0 | 0 | 5 | -1 | 6 | 3 | 23 | 3

Four of these compounds in another layout.
CC(C)=CCc1c2c(c(O)c3c(=O)c4c(oc13)-c1cc(O)c(O)cc1OC4C=C(C)C)C=CC(C)(C)O2 (stereo unspecified)
  CHOP UPR activ: 0.6
  XBP1 UPR activ: -3
  CCR6 antag: 41
  697 NFkB inh: -11
  Gli-Sufu block: 6
  Jurkat NFkB inh: -11
  CXCR6 inh: nt
  Mdm2 MdmX PPI: 83*
  EBI2 block: nt
COc1ccc(C2=[N+]([O-])C(C)(C)N(O)C2(C)C)cc1
  CHOP UPR activ: 2.9
  XBP1 UPR activ: 0
  CCR6 antag: 1
  697 NFkB inh: 8
  Gli-Sufu block: -1
  Jurkat NFkB inh: -3
  CXCR6 inh: 0
  Mdm2 MdmX PPI: 14
  EBI2 block: 3
Cc1ccccc1N1CCN(S(=O)(=O)C[C@]23CCC(CC2NC(=O)[C@@H](N)CCS(C)(=O)=O)C3(C)C)CC1 (stereo partly specified)
  CHOP UPR activ: 1.1
  XBP1 UPR activ: -5
  CCR6 antag: 0
  697 NFkB inh: 7
  Gli-Sufu block: 6
  Jurkat NFkB inh: 1
  CXCR6 inh: 3
  Mdm2 MdmX PPI: 6
  EBI2 block: -3
CC(C)(C)C(=O)Nc1ccccc1N1CCN(C(=O)c2ccc(Cl)cc2)CC1
  CHOP UPR activ: -0.1
  XBP1 UPR activ: 0
  CCR6 antag: 0
  697 NFkB inh: 5
  Gli-Sufu block: -1
  Jurkat NFkB inh: 6
  CXCR6 inh: 3
  Mdm2 MdmX PPI: 23
  EBI2 block: 3

Further structures follow.
SMILES | CHOP UPR activ | XBP1 UPR activ | CCR6 antag | 697 NFkB inh | Gli-Sufu block | Jurkat NFkB inh | CXCR6 inh | Mdm2 MdmX PPI | EBI2 block
COC(=O)c1ccc(-n2c(C)cc(C(=O)CCl)c2C)cc1 | 502* | 74* | -7 | 24 | 2 | -5 | 5 | 94* | -3
CCOc1ccc2c(c1)C(C)=CC(C)(C)N2C(=O)Nc1ccccc1 | 2.5 | -5 | 6 | 1 | -12 | -1 | 0 | 13 | 3
c1ccc(-c2cnc(SCCN3CCOCC3)n2CC2CCCO2)cc1 (stereo unspecified) | -0.9 | -1 | 12 | -16 | 0 | -1 | -4 | 36 | -3
COc1ccc(NC(=O)Nc2cccc3c2O[C@H](CN(C)C(=O)Nc2c(C)noc2C)[C@@H](C)CN([C@H](C)CO)C3=O)cc1 | -2.2 | 1 | 1 | 20 | -12 | -2 | -2 | 0 | 8
O=C(COc1ccccc1C(=O)O)Nc1cccc2ccccc12 | -1.4 | 0 | -5 | 11 | -5 | -7 | 3 | 8 | 2
C=CCNc1nc2c(c(=O)n(C)c(=O)n2C)n1CC | -0.1 | 3 | 4 | 9 | 2 | 14 | -2 | -7 | -2
COc1ccc(Nc2cc(=O)oc3ccccc23)cc1 | 2.7 | 1 | 6 | -89 | -23 | 40 | -10 | 49 | -1
CC(C(=O)O)c1ccc(CC2CCCC2=O)cc1 (stereo unspecified) | 1.8 | -3 | 3 | 11 | -3 | -3 | 4 | 17 | -2
COc1ccc(CC(=O)Nc2cccc(C(=O)NN3C(=O)c4ccccc4C3=O)c2C)cc1 | 0.8 | 0 | 4 | -29 | -2 | 1 | 4 | -30 | -1
CCN1CCN(Cc2ccc(NC(=O)c3ccc(C)c(NC(=O)c4cncc(-c5cccs5)c4)c3)cc2C(F)(F)F)CC1 | nt | nt | 30 | nt | 72* | nt | 12 | nt | -4
O=C(Nc1ccccc1)c1nn(-c2ccccc2)c(=O)cc1C(F)(F)F | -1.4 | 0 | 22 | 9 | 1 | 2 | 10 | 16 | 0
Cc1cccc(C)c1N1CCN(c2ccc3nnc(C(F)(F)F)n3n2)CC1 | 2.4 | 1 | 16 | 6 | 20 | -2 | 8 | 34 | -2
COc1cccc(CNS(=O)(=O)c2cc3c4c(c2)CCC(=O)N4CCC3)c1 | 2.1 | -2 | 1 | 8 | -15 | -1 | -6 | 15 | -7
O=S(=O)(NC1CCCC1)c1ccc(-n2cnnn2)cc1 | -0.8 | 4 | 0 | 17 | 2 | -9 | 2 | 21 | -19
NS(=O)(=O)c1ccc(CCNC(=O)C2Cc3ccccc3CN2C(=O)c2ccco2)cc1 (stereo unspecified) | 1.2 | 0 | -4 | -22 | 3 | -18 | -1 | 6 | -1
COc1cccc(C(c2c(N)[nH]c(=S)[nH]c2=O)c2c(N)[nH]c(=S)[nH]c2=O)c1 | 1.7 | -1 | -4 | 9 | 0 | 7 | 5 | 24 | -12
COc1ccc(/C=C/C(=O)Oc2cccc(/C=N/NC(=O)c3cccc(F)c3)c2)cc1 | 8.3 | 4 | 9 | -55 | -70 | -9 | -4 | -6 | 25
COc1cccc2sc(NNC(=O)C3=COCCO3)nc12 | 4.2 | -2 | -15 | -30 | -24 | -42 | -14 | 26 | -12
Nc1cc(N)nc(SCC(=O)NCc2ccco2)n1 | 0.6 | -3 | -1 | 5 | 17 | -27 | 0 | -3 | -18
O=C(c1cnn(C(=O)c2cccc(S(=O)(=O)N3CCOCC3)c2)c1)c1cc(Cl)cc(Cl)c1O | 3.4 | 0 | -2 | 20 | -1 | -4 | nt | 14 | nt
O=C(CCl)N1CCN(CC(=O)N2CCCC2)CC1 | 1.2 | -2 | 3 | 7 | 4 | -4 | 0 | -30 | -16
CCCn1c(=O)c(C(=O)NNC(=O)c2cccc([N+](=O)[O-])c2)c(O)c2ccccc21 | 0.3 | -4 | 3 | 3 | 2 | 13 | 4 | 42 | 2

Screening results deposited in PubChem BioAssay by Sanford-Burnham Center for Chemical Genomics.
